From PubChem BioAssay
STEP block = inhibitors of human striatal-enriched phosphatase STEP; recombinant STEP, OMFP fluorogenic substrate, fluorescence; inhibition, % at 20 µM; 360,000 compounds, 0.25% hits;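 active = inhibition at 20 µM, scaled per plate between control wells, above about 37%, limit read from the data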;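 note: 0% = DMSO with enzyme and substrate and 100% = substrate only without enzyme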
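System: isolated STEP enzyme; schedule: 20 min enzyme reaction at room temperature, protected from light; medium: Bis-Tris buffer pH 6.0, 2.5 mM DTT, 0.005% Tween 20; signal: fluorescence, 480/540 nm; dosing: single compound dose of 20 µM, 1% DMSO final; also added: OMFP substrate, 25 µM final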
DNMT1 block = DNMT1 (human) enzyme inhibition | inhibition (reported as % activation of signal), % at 10 µM | AID 588458 | 360,000 compounds, 0.83% hits | DNMT1 molecular beacon, Hinp1I cleavage, fluorescence; in the data active = inhibition above about 50%
NRP1-CendR mod = NRP-1/CendR interaction modulation; O14786; FAM-RPARPAR peptide binding to NRP-1, fluorescence polarization; inhibition, % at 25 µM; 360,000 compounds, 0.85% hits;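 active = inhibition or corrected inhibition above about 18%, plus a signal ratio from 0.5 to 1.5, limit read from the data, passing the limit was not always enough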; note: strong numbers were not always called active
Target sequence (O14786 whole entry, looked up): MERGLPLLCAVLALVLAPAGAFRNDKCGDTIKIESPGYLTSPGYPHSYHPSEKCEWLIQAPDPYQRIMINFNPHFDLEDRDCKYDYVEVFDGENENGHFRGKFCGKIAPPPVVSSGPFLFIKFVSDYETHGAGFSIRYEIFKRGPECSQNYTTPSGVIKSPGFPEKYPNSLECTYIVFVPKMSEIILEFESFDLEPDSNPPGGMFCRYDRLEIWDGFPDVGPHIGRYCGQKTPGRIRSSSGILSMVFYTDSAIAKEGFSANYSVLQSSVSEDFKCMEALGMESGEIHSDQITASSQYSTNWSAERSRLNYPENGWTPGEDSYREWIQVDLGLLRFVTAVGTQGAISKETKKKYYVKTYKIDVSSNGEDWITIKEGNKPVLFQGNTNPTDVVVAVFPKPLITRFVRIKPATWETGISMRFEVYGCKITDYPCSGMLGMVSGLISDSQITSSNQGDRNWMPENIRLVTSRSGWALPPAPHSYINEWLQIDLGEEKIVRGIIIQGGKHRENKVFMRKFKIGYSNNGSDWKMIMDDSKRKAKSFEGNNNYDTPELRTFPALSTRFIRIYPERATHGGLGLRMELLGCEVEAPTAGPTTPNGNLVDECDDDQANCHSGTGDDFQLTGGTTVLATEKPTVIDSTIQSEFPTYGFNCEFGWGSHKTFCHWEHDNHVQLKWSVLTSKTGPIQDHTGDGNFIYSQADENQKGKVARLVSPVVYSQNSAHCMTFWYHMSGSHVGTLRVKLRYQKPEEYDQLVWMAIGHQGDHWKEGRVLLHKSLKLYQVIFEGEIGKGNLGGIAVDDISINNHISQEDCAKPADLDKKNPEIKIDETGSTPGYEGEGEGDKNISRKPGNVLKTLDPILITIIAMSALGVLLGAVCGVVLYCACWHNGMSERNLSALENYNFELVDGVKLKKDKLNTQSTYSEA
Rpn11 block = Rpn11 (human) deubiquitinase inhibition; human 26S proteasome, Ub4-pepOG fluorescence polarization; 20S core pre-blocked with epoxomicin; calls only at 20 µM; 360,000 compounds, 0.59% hits; AID 588493;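 active = inhibition at 20 µM, scaled to each plate's controls, above about 33%, limit read from the data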
SKN-1 block = inhibitors of C. elegans SKN-1; C. elegans VP596 Pgst-4::GFP/RFP ratio, acrylamide-induced, 24 h; AID 624304; inhibition, % at 21.8 µM; 360,000 compounds, 0.49% hits;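 active = interference check ratio from 0.5 to 1.5 plus GFP to RFP signal ratio inhibition reaching or exceeding a fixed threshold, cut at about 30% in these data, passing the limit was not always enough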; note: some compounds called inactive have numbers as strong as hits
Scp1 inh = blocks human Scp-1 phosphatase activity; Q9GZU7; inhibition, % at 20 µM; AID 493091; Recombinant Scp1, phosphopeptide, malachite green phosphate absorbance; 340,000 compounds, 0.88% hits;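 active = inhibition above about 50% at 20 µM, limit read from the data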;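 note: plate controls were DMSO wells with enzyme for no effect and wells lacking enzyme for full effect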
Target sequence (Q9GZU7 76-261 limits assumed): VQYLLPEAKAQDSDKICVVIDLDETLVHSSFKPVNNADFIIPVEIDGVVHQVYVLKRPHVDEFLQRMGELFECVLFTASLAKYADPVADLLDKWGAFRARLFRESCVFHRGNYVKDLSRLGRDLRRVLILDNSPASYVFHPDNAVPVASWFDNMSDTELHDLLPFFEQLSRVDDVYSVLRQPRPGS
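System: truncated SCP-1 phosphatase (76-261aa); medium: Tris acetate buffer pH 5.5 with MgCl2 and Tween-20; incubation: 45 min room-temperature reaction, 5 min colour, 30 min stabiliser; compound: single 20 µM dose, 1% DMSO; reagent: Phosphorylated 17-residue peptide substrate; read-out: % inhibition at 20 µM; technique: colorimetric free-phosphate detection, absorbance 630 nm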
SUMO1 PPI mod = SUMO1-SIM interaction modulation; 360,000 compounds, 0.33% hits; P63165; SUMO1 binding to a labelled peptide, TR-FRET, 1 h; inhibition, % at 20 µM; in the data active = inhibition above about 37%
LMPTP block = LMPTP (human) inhibition | recombinant LMPTP-A, OMFP fluorogenic substrate, fluorescence intensity | 360,000 compounds, 0.22% hits | inhibition, % at 20 µM | P24666;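 active = compounds that cut the enzyme signal by at least half of the control window in the single-dose screen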;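 note: plate controls were DMSO wells with enzyme plus substrate for no effect and substrate without enzyme for full effect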
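material = LMPTP-A | quantity = 0.625 nM enzyme | reagent = OMFP substrate, 400 µM final | buffer or medium = Bis-Tris pH 6.0, DTT, detergent | detection = endpoint fluorescence intensity from OMFP dephosphorylation | dosing = single 20 µM dose | read-out basis = % inhibition relative to no-enzyme and uninhibited control wells | control set = no-enzyme and uninhibited controls | timing = 50 min at room temperature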
MT1-MMP act inh = MT1-MMP (human) activation inhibition. P50281. HT1080 RFP-PRO-GFP cells, GFP/RFP ratio fluorescence, overnight; percent of plate control window, DMSO zero. GFP/RFP ratio change, % at 20 µM. 360,000 compounds, 0.061% hits;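 active = GFP/RFP ratio change of at least 30% with cell ATP level not reduced by more than half and red fluorescence within 50% of control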; note: strong numbers were not always called active
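Compound: 20 µM single dose, 1% DMSO / System: HT1080 RFP-PRO-GFP cells / Controls: DMSO and RFP-L50D-GFP cell wells / Read-out basis: GFP/RFP fluorescence ratio / Schedule: overnight compound exposure at 37 °C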
NadD block = blocks S. aureus nicotinate mononucleotide adenylyltransferase; purified NadD enzyme, colorimetric absorbance read-out; inhibition, % at 20 µM; 360,000 compounds, 0.78% hits; in the data active = inhibition above about 26%; note: some compounds past the cut are filed as inactive
* hit, by the source's call; i = inactive; . = not tested or not shown; + = active, no number.

1: Cc1ccc(C(=O)NCc2ccco2)cc1S(=O)(=O)N1CCCC1
2: COC(=O)c1ccccc1Nc1ccnc(Cl)n1
3: N=C1CCCN1CC(=O)c1cccs1
4: Cc1c(NC(=O)COC(=O)c2ccccc2O)c(=O)n(-c2ccccc2)n1C
5: O=C(Nc1cccc(C(F)(F)F)c1)c1cccnc1N1CCOCC1
6: COC(=O)C1=C(C)N(CC2CC2)C(=NCc2cccc(C(F)(F)F)c2)N[C@H]1c1ccccc1
7: COC(C[C@@H]1O[C@H]1C(=O)COCc1ccccc1)OC
8: O=C(/C=C/Nc1ccc(Nc2ccccc2)cc1)c1cccs1
assay / entry | 1 | 2 | 3 | 4 | 5 | 6 | 7 | 8
STEP block | 0 | 1 | -5 | -1 | 2 | 0 | 0 | 1
DNMT1 block | 0 | 0 | -1 | 6 | 4 | 23 | 2 | -18
NRP1-CendR mod | -2 | -5 | 7 | -7 | -2 | -84 | 28* | -52
Rpn11 block | i | i | i | i | i | . | i | .
SKN-1 block | -29 | 14 | 0 | 16 | -2 | 10 | -11 | 2
Scp1 inh | -4 | -3 | 2 | . | -5 | -5 | 0 | 5
SUMO1 PPI mod | 2 | 6 | 7 | 14 | -5 | -24 | -2 | -13
LMPTP block | 0.3 | -0.4 | -0.7 | -1.1 | -2.1 | -2.4 | -3.0 | 4.8
MT1-MMP act inh | -3 | 1 | -5 | 5 | 0 | -16 | 1 | -27
NadD block | -7 | -2 | 0 | 3 | -3 | 6 | 1 | 7

NRP1-CendR mod: entries above that show a hit
7: COC(C[C@@H]1O[C@H]1C(=O)COCc1ccccc1)OC
assay / entry | 7
STEP block | 0
DNMT1 block | 2
NRP1-CendR mod | 28*
Rpn11 block | i
SKN-1 block | -11
Scp1 inh | 0
SUMO1 PPI mod | -2
LMPTP block | -3.0
MT1-MMP act inh | 1
NadD block | 1

Other records:
9: O=C1NC[C@@H](CCCCN2C[C@H](Cc3ccccc3)N(CCC3CCCCC3)C(=O)C2=O)N(CCc2ccc(O)cc2)C1=O
10: Cc1ccc(CN2CC(C(=O)NCC(=O)Nc3c(C)cccc3C)CC2=O)cc1 (stereo not drawn)
11: O=C(N/N=C/c1c(Cl)cccc1Cl)c1ccc(-n2cnnn2)cc1
12: Fc1cnc(N/N=C/c2ccc(-c3ccc(Br)cc3)o2)nc1N1CCOCC1
13: O=C(CNS(=O)(=O)Cc1ccccc1)NCc1ccccc1
14: CCN(CCCn1c(=S)[nH]c2ncccc2c1=O)c1ccccc1
15: Cc1ccc(C(=O)NC(C)c2ccc(F)cc2)cc1 (stereo not drawn)
16: CCC(CC)C(=O)c1c[nH]c(C(=O)NCCc2ccccn2)c1
assay / entry | 9 | 10 | 11 | 12 | 13 | 14 | 15 | 16
STEP block | . | 2 | -2 | 1 | 0 | -2 | 1 | 4
DNMT1 block | . | 4 | 15 | 0 | 2 | 1 | 3 | 0
NRP1-CendR mod | -8 | 10 | 5 | -6 | 2 | 3 | 5 | -8
Rpn11 block | . | i | i | i | i | i | i | i
SKN-1 block | 15 | 5 | 4 | -6 | 1 | 15 | 4 | -5
Scp1 inh | . | -6 | 15 | -1 | -1 | 0 | -3 | -4
SUMO1 PPI mod | 7 | 2 | 5 | -3 | -2 | -2 | -1 | -1
LMPTP block | -0.7 | -0.2 | 11 | -0.4 | 0.4 | -2.0 | -2.7 | -1.9
MT1-MMP act inh | -2 | -3 | 3 | 5 | -2 | 1 | 2 | 0
NadD block | 20 | 4 | 10 | -1 | 5 | -1 | 4 | -7

17: O=C(COc1coc(CN2CCc3ccccc32)cc1=O)Nc1ccccc1
18: Cc1ccc(Cn2cc(SCC(=O)Nc3nccs3)c3ccccc32)cc1
19: CCn1c(N2CCN(C(=O)C34CC5CC(CC(C5)C3)C4)CC2)nc2ccccc21
20: CCN1CCN(C(=O)C(NS(=O)(=O)c2ccc3nc(C)sc3c2)C(C)C)CC1 (stereo not drawn)
21: NS(=O)(=O)OCC1CCCCC1
22: COc1cccc(Cn2c(N)c(C#N)c3nc4ccccc4nc32)c1OC
23: CCCCN=C1N/C(=C\c2ccco2)C(=O)N1c1ccccc1
24: Cc1ccc(S(=O)(=O)N2CCN(C(=O)CCc3nc4ccccc4c(=O)[nH]3)CC2)c(C)c1
assay / entry | 17 | 18 | 19 | 20 | 21 | 22 | 23 | 24
STEP block | 2 | -1 | 0 | -1 | -2 | 2 | 2 | -1
DNMT1 block | -3 | 0 | -5 | -3 | 1 | 40 | 0 | 2
NRP1-CendR mod | 4 | -14 | -15 | -8 | 0 | -21 | -8 | -8
Rpn11 block | i | i | i | i | i | + | i | i
SKN-1 block | 8 | 0 | 9 | 18 | 7 | 9 | 9 | -11
Scp1 inh | 3 | 6 | 5 | -12 | -6 | 6 | -3 | 1
SUMO1 PPI mod | 6 | -3 | 11 | -1 | 3 | 40* | -7 | 1
LMPTP block | 0.1 | -0.7 | -0.7 | -2.1 | 0.5 | 9.5 | 1.7 | -0.5
MT1-MMP act inh | -1 | 19 | 1 | 7 | -1 | -50 | -7 | -6
NadD block | -4 | 5 | 7 | 0 | 1 | 11 | 4 | 1

Values by screen from the entries so far:
NadD block for entries 18–24: 5, 7, 0, 1, 11, 4, 1

(listing goes on)
25: CN(CCO)C(=O)c1ccc(-c2nn(C)c(=O)c3ccccc23)cc1
26: CCc1nc2c(s1)CCc1onc(-c3ccc(Cl)cc3)c1-2
27: COc1ccc(S(=O)(=O)N2CC=C(C(=O)NC3CCCC3)CC2)cc1
28: C=CCOn1c(-n2nc(C)cc2C)nc2ccccc2c1=O
29: O=C(COC(=O)c1cccc(S(=O)(=O)NCc2ccccc2)c1)Nc1ccccc1OC(F)F
30: O=c1cc(-c2ccccc2)oc2ccc(O)cc12
31: COc1cc(OC)cc(C(=O)N(Cc2cc3cc(C)ccc3[nH]c2=O)C(C)C)c1
32: COc1ccc(CCNc2oc(COc3ccccc3)nc2C#N)cc1
assay / entry | 25 | 26 | 27 | 28 | 29 | 30 | 31 | 32
STEP block | 3 | 4 | 0 | -2 | 0 | 0 | -3 | -2
DNMT1 block | 0 | 6 | 1 | 3 | -3 | -1 | 1 | -7
NRP1-CendR mod | -2 | -10 | 3 | 6 | 10 | -16 | 14 | 4
Rpn11 block | i | i | i | i | i | i | i | i
SKN-1 block | -11 | 5 | 8 | 5 | -5 | 8 | 23 | 2
Scp1 inh | -6 | -2 | -4 | 9 | 11 | -4 | -6 | -21
SUMO1 PPI mod | -4 | 5 | 1 | 4 | -2 | -5 | -1 | 2
LMPTP block | -1.0 | 0.1 | 0.9 | -1.2 | 1.6 | 2.0 | -1.4 | 1.5
MT1-MMP act inh | 5 | -5 | 1 | 1 | -2 | 3 | 3 | -3
NadD block | 1 | 5 | -1 | -3 | -8 | -9 | 2 | -8

33: O=C(CSc1nc2ccccc2[nH]1)Nc1nc(-c2ccc(Br)cc2)cs1
34: CCc1nnc(NC(=O)c2ccc(S(=O)(=O)N(CCOC)CCOC)cc2)o1
35: Cc1ccsc1C(=O)OCC(=O)N(Cc1ccccc1)C(C)C
36: O=C(COC(=O)C(Cc1ccccc1)NC(=O)c1ccc(Cl)cc1)c1ccc(Cl)cc1 (stereo not drawn)
37: Cc1ccc(NC(=O)COC(=O)CSC(=S)N2CCOCC2)cc1
38: CC(C)COc1ccc(C(=O)Nc2scc(-c3ccc(Cl)cc3Cl)c2C(N)=O)cc1
39: O=C(Nc1nc2ccc([N+](=O)[O-])cc2s1)C1CCCO1 (stereo not drawn)
40: Cc1ccc(N=Nc2c(N)n(-c3ccccc3)[nH]c2=O)cc1
assay / entry | 33 | 34 | 35 | 36 | 37 | 38 | 39 | 40
STEP block | -2 | 0 | 0 | -1 | 1 | 4 | -1 | -3
DNMT1 block | -11 | -1 | 2 | -1 | -1 | 4 | 0 | -3
NRP1-CendR mod | 17 | -6 | 5 | 9 | 14 | 15 | -6 | 8
Rpn11 block | i | i | i | i | i | i | i | i
SKN-1 block | -7 | 14 | -11 | 8 | 4 | -53 | 6 | -21
Scp1 inh | 0 | -3 | -7 | -8 | -19 | -18 | -1 | -13
SUMO1 PPI mod | -1 | 0 | 1 | 0 | 2 | -37 | -24 | -24
LMPTP block | 4.2 | -1.6 | 1.7 | 2.6 | -1.2 | 0.7 | -1.1 | 2.1
MT1-MMP act inh | 4 | -5 | 0 | 2 | 3 | 3 | -1 | 0
NadD block | 12 | 5 | 0 | -6 | 5 | 17 | 1 | -8

An excerpt from above, limited to LMPTP block, SUMO1 PPI mod and Rpn11 block.
#	Structure	LMPTP block	SUMO1 PPI mod	Rpn11 block
34	CCc1nnc(NC(=O)c2ccc(S(=O)(=O)N(CCOC)CCOC)cc2)o1	-1.6	0	i
35	Cc1ccsc1C(=O)OCC(=O)N(Cc1ccccc1)C(C)C	1.7	1	i
36	O=C(COC(=O)C(Cc1ccccc1)NC(=O)c1ccc(Cl)cc1)c1ccc(Cl)cc1 (stereo not drawn)	2.6	0	i
37	Cc1ccc(NC(=O)COC(=O)CSC(=S)N2CCOCC2)cc1	-1.2	2	i

New compounds follow
41: COc1ccc(OC)c(CNC(=O)C2CCCN(c3ncnc4c3nc3n4CCCCC3)C2)c1 (stereo not drawn)
42: COc1ccc(CN=C(Nc2ccccc2)SC2CC(=O)N(C)C2=O)cc1 (stereo not drawn)
43: COc1ccccc1/C=C/CN1CCNC(=O)C1CC(=O)NCCc1cnccn1 (stereo not drawn)
44: COc1cc(C(=O)NCc2nnc(SCC(=O)Nc3nc4ccccc4s3)o2)cc(OC)c1OC
45: CC(/C=C/c1ccc2c(c1)OCO2)=N/NC(=O)c1ccncc1
46: N#C/C(=C\C=C\c1ccccc1)c1nc(-c2ccc(Cl)cc2)cs1
assay / entry | 41 | 42 | 43 | 44 | 45 | 46
STEP block | -2 | -2 | 1 | 3 | -2 | 7
DNMT1 block | -2 | -1 | 0 | -3 | -3 | 2
NRP1-CendR mod | 1 | -2 | 1 | -7 | 15 | -20
Rpn11 block | i | i | i | i | i | i
SKN-1 block | 5 | 3 | 12 | 16 | -2 | 17
Scp1 inh | -10 | -7 | -7 | -3 | -14 | -13
SUMO1 PPI mod | 2 | -3 | -5 | 7 | -29 | 2
LMPTP block | -0.3 | 0.5 | -0.8 | -1.4 | 0.4 | 2.2
MT1-MMP act inh | -4 | -1 | 2 | 8 | 7 | -9
NadD block | -2 | -2 | 5 | 1 | -2 | 4
